# Screening results (PubChem)
# APEX1 inh: inhibitors of human APE1 endonuclease; P27695; recombinant APE1, TAMRA/BHQ-2 abasic DNA cleavage fluorescence; Potency, µM (top dose mostly 65.8 µM), without a hit: at the highest dose activity change, negative = inhibition, actives largely listed as inhibitors; 350,000 tested, 0.35% active; AID 2517;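 further: plate controls were vehicle for no effect and reference inhibitor for full effect; nearly all actives have a fitted effect of over 55% in size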
# Target sequence (P27695 whole entry, looked up): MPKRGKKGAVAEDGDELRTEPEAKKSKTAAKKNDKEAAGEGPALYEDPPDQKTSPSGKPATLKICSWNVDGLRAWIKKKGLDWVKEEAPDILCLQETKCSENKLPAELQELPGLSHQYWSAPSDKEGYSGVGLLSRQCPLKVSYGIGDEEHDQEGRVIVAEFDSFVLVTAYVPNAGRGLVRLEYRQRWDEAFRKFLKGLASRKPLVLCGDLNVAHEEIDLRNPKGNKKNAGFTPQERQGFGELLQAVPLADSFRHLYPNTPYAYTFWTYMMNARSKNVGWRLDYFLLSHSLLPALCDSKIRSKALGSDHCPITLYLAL
#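 APE1 at 0.75 nM final was preincubated with compound 15 min at room temperature, then 50 nM double-stranded THF abasic-site substrate (5'-TAMRA/3'-BHQ-2) was added. Fluorescence (ex 525/em 598 nm) was read kinetically; third-minus-first read gave activity.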
# POLH inh: inhibitors of human DNA polymerase eta. recombinant Pol eta, fluorescent DNA replication assay. Potency, µM (series often up to 114 µM), inactives show at the top dose activity change, negative = inhibition, hits mostly inhibitors. 390,000 tested, 1.2% active. AID 588591; further: on the % scale 0 is the no-effect control and ±100 the full control effect
#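 Pol eta at 10 nM preincubated with compounds 15 min at room temperature; reaction started with fluorescent substrate (50 nM final) and read kinetically at 0 and 10 min.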
# Pol iota inh: DNA polymerase iota (human) inhibition; 390,000 tested, 1% active; AID 588590; Potency, µM (highest dose often 115 µM), for inactives: top-dose activity, negative = inhibition, hits mostly inhibitors; Q9UNA4; Pol iota fluorescent replication assay, 10 min
# Target sequence (Q9UNA4 whole entry, looked up): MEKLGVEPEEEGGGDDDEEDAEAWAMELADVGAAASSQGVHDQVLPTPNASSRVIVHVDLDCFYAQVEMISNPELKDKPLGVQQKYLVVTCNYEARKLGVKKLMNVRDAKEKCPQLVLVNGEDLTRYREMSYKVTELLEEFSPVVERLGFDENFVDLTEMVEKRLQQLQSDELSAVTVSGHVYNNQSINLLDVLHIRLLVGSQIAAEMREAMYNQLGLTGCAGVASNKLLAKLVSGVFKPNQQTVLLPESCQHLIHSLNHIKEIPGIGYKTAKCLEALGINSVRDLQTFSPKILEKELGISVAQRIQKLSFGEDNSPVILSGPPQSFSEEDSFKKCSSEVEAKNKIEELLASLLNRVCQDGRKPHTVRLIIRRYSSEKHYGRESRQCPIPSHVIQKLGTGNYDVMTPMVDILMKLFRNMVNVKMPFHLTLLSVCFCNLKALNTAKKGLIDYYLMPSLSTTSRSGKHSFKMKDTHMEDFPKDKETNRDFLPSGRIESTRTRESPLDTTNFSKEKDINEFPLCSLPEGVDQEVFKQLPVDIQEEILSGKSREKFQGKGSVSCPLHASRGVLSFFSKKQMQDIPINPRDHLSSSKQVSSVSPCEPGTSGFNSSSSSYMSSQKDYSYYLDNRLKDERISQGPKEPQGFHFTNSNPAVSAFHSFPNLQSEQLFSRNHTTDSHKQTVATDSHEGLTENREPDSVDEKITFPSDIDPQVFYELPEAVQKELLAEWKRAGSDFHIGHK
#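 Fluorescent replication assay read twice, at 0 min and 10 min after adding 50 nM (final) substrate. Enzyme (10 nM) and compounds were first incubated 15 min at room temperature; enzyme-free buffer wells were negative controls.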
# BAZ2B block: blocks human BAZ2B; Q9UIF8; 360,000 tested, 4.4% active; AlphaScreen BAZ2B-H3K14Ac peptide displacement; Potency, µM (top dose mostly 114 µM), for the others: at the highest dose activity change, negative = inhibition, actives largely listed as inhibitors; AID 504333; further: on the % scale 0 is the no-effect control and ±100 the full control effect; nearly all actives have a fitted effect of over 60% in size
#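 BAZ2B (50 nM) with biotin-H3(5-23)K14Ac peptide (50 nM) in PBS pH 7.4, 0.01% Tween-20, preformed 30 min, then compound 30 min at room temperature; top concentration 110uM. AlphaScreen streptavidin donor/nickel chelate acceptor beads (10 ug/mL final), 20 min dark, signal read.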
# G9a block: inhibitors of human histone lysine methyltransferase G9a. Q96KQ7. G9a H3K9 monomethylation, AlphaScreen, 2 h. Potency, µM (doses to about 102 µM), for the others: at the top dose activity, negative = inhibition, most hits filed as inhibitors. 350,000 tested, 8.8% active; further: on the % scale 0 is the no-effect control and ±100 the full control effect; nearly all actives have a fitted effect of over 75% in size
#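 Chemiluminescent proximity detection of H3K9 monomethylation, read after 10 min bead incubation in the dark. Reaction: 20 nM G9a, 500 nM biotin-H3K9 peptide, 20 uM SAM cofactor, 2 h, room temperature, following 15 min enzyme-compound preincubation.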
# Anesthetic bind: candidate novel general anesthetic via apoferritin binding. AID 485281. 350,000 tested, 0.074% active. P02791. Potency, µM (top dose mostly 77.5 µM), inactives show at the highest dose activity change, negative = displacement, hits mostly inhibitors. apoferritin/1-aminoanthracene competitive binding, fluorescence; further: on the % scale 0 is the no-effect control and ±100 the full control effect; nearly all actives have a fitted effect of over 20% in size
#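 Horse-spleen apoferritin (10 uM) was mixed with 50% saturated 1-aminoanthracene in PBS, exposed to compounds for 10 min at room temperature, and read for fluorescence (ex 380 nm, em 535 nm). Competitive displacement was fitted with a four-parameter Hill equation.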
# Pol beta inh: DNA polymerase beta (human) inhibition; Potency, µM (series often up to 114 µM), for inactives: top-dose activity change, negative = inhibition, most hits filed as inhibitors; AID 485314; 340,000 tested, 1.3% active; Pol beta primer extension/strand displacement, fluorescence kinetic; further: on the % scale 0 is the no-effect control and ±100 the full control effect
#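 Curves were derived by four-parameter Hill fits of normalized qHTS data. The kinetic fluorescent primer-extension read was taken at 0 and 10 min after 50 nM substrate, following a 15 min room-temperature preincubation of 10 nM enzyme with compounds.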
# BLM helicase inh: blocks DNA unwinding by human BLM helicase; Potency, µM (highest dose often 56.1 µM), for the others: at the top dose activity change, negative = inhibition, usual class: inhibitors; P54132; AID 2528; 350,000 tested, 0.2% active; recombinant BLM DNA unwinding, fluorescence dequenching;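 further: plate controls were vehicle for no effect and no enzyme for full effect; nearly all actives have a fitted effect of over 35% in size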
# Pol kappa inh: DNA polymerase kappa (human) inhibition. Q9UBT6. purified Pol kappa, fluorescent DNA synthesis assay, 10 min. AID 588579. 400,000 tested, 0.53% active. Potency, µM (titrated, usually from 107 µM), for the others: at the highest dose activity, negative = inhibition, usual class: inhibitors; further: on the % scale 0 is the no-effect control and ±100 the full control effect
#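 Readout: fluorescence, taken kinetically at 0 and 10 min. Conditions: 10 nM Pol kappa, 15 min RT compound preincubation, 50 nM substrate final. Controls: enzyme-free buffer wells.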
# * marks the source's active call; other numbers are inactive results; ? = inconclusive; nt = no result given; & = joins results of further samples; [ ] = dose if it differs, or a comment. The call rests on the fitted dose curve; in most records, active means well fitted curve in the direction sought with a large enough effect; inconclusive means small, poorly fitted or top-dose-only effect, or another doubt; inactive means no such curve, though single readings can be large; an effect the other way counts as inactive or inconclusive. Potency means the concentration at half of the fitted maximal effect. Only part of the results is shown (hit frequency here may not be typical).
Structure,APEX1 inh,POLH inh,Pol iota inh,BAZ2B block,G9a block,Anesthetic bind,Pol beta inh,BLM helicase inh,Pol kappa inh
CC(C)CC(NC(=O)C(COC(C)(C)C)NC(=O)C(Cc1ccc(O)cc1)NC(=O)C(CO)NC(=O)C(Cc1c[nH]c2ccccc12)NC(=O)C(Cc1cnc[nH]1)NC(=O)C1CCC(=O)N1)C(=O)NC(CCCN=C(N)N)C(=O)N1CCCC1C(=O)NNC(N)=O (centres undefined),-6%,nt,nt,nt,-31%[12.7 µM],-4%,nt,5%&-2%,6%[19.4 µM]
NC12CCc3c(no[n+]3[O-])C1(O)CC(c1ccccc1)=[N+]2[O-] (centres undefined),?,-12%,-24%,13%,?,-2%,-2%,-19%,2%
Cc1ccc(S(=O)(=O)N2CCN(C(=O)c3ccccc3Cc3ccccc3)CC2)c(C)c1,17%,-9%,35%[activator],-19%,0%,61%[activator],13%,-11%,0%
Cc1ccc(Cn2nnc3c(=O)[nH]c(C4CCN(S(=O)(=O)c5cc(C)ccc5C)CC4)nc32)cc1,-11%,-15%,-10%,-3%,-10%,?,1%,-9%,-1%
COc1ccc2[nH]c(C(=O)N/N=C/c3ccc(O)cc3O)cc2c1,?,?,-30%,?,51%[activator][2.33 µM],-19%,?,-21%,?
O=C(Nc1ccc(Oc2ccccc2)cc1)c1ccc(F)c(S(=O)(=O)N2CCN(c3cccc(Cl)c3)CC2)c1,nt,0%,-2%,-4%,-2%[59 µM],-3%,30%,-9%,-9%[60.1 µM]
Cc1c(C(=O)NC2CCCc3ccccc32)oc2ccccc12 (centres undefined),5%,-5%,-14%[58.9 µM],-5%,1%[12.7 µM],4%,1%,-4%,-1%
CCC1CN(C(=O)N2CCC(C(=O)NCCc3ccc(C)cc3)CC2)c2ccccc2O1 (centres undefined),nt,-21%,19%,-11%,5%[59 µM],2%,13%,-5%,2%
CC(C)C(=O)Nc1ccc(Cl)cc1-c1nc2ccccc2[nH]c1=O,26%,-8%,41%[activator],3%,2%[0.501 µM],-8%,1%,-4%,-2%
Nc1nc(-c2ccc(-n3nncc3-c3ccco3)cc2)cs1,?,?,?,?,-40%[59 µM],-4%,-22%,-9%,-23%
C=CCc1ccc(OCC(O)CN2CCC(Cc3ccccc3)CC2)c(OC)c1 (centres undefined),-2%,-11%,-3%,-29%,?,-19%,-7%,2%,-15%
Cc1cccc(OCC(=O)OCc2cc(=O)n3nc(C4CCCCC4)sc3n2)c1,nt,-15%,12%,-16%,13%[59 µM],16µM*,?,-5%,0%
Cc1ccc(NC(=O)CN2C(=O)C(c3ccc(F)cc3)=NC23CCCCCC3)c(C)c1,nt,nt,45µM*,37%,27%[59 µM],-6%,-3%,-11%,?
Cc1cc(C)c2oc(-c3ccc(NC(=O)COc4ccccc4C)cc3)nc2c1,nt,-11%,5%,2%,-2%[59 µM],-1%,-6%,-2%,2%
CCOC(=O)c1c(C)[nH]c(C)c1S(=O)(=O)N(C)CC(=O)Nc1ccc(C)c(F)c1,nt,-15%,18%,2%,-10%[59 µM],-2%,-1%,0%,1%
Cc1cc(Oc2ncccc2[N+](=O)[O-])c2cc(Cl)ccc2n1,1%,-9%,6%,-15%,17%[59 µM],-12%,16%,-5%,-2%
Cc1ccc(SCC(=O)NNC(=O)c2cncc(Br)c2)cc1,13%,-12%,105%[activator],nt,nt,nt,nt,nt,-8%
CC(=O)C1C(=O)c2c(cccc2[N+](=O)[O-])C1=Nc1ccc(S(N)(=O)=O)cc1 (centres undefined),-7%,12%,-13%,?,40µM*,-23%,?,-3%,-12%
COCCNC(=O)c1ccc(C(=O)NCCOC)s1,2%,2%,6%,2%,10%[12.7 µM],-7%,3%,0%,-12%
CCC(C(=O)NCc1ccco1)N(C(=O)CNS(=O)(=O)c1ccccc1)c1ccc(OC)cc1 (centres undefined),2%,4%,12%,-13%,-40%[59 µM],-10%,3%,-2%,-1%
COc1ccc(CCNC(=S)NC(=O)c2ccccc2)cc1OC,4%,-8%,26%,?,22%[0.501 µM],?,3%,0%,-11%
COc1cc(OC)c(C2=NOC(C(=O)Nc3cc(C)nn3-c3ccccc3)C2)cc1Cl (centres undefined),1%,-4%,?,8%,3%[12.7 µM],-14%,?,-3%,-12%
Cc1cc(C)cc(NC(=S)/C(=C(\[O-])c2ccc(Cl)cc2Cl)[n+]2ccc(C(C)(C)C)cc2)c1,0%,-2%,14%,-16%,23%[12.7 µM],-8%,20%,-4%,-5%
Cc1ccc2nc(SCC(=O)Nc3oc(C)c4c(C)n[nH]c(=O)c34)[nH]c2c1,2%,-4%,-2%,3%,-12%[12.7 µM],nt,nt,nt,-13%
CCc1ccccc1NC(=O)Cn1c(=O)n(CCc2ccccc2)c(=O)c2sc3ccccc3c21,nt,-17%,14%,-10%,11%[59 µM],-15%,6%,-2%,-2%
CSCCC(NC(=O)c1ccccc1)C(=O)O (centres undefined),4%,-15%,24%,-5%,-5%,-3%,-3%,-1%,6%
CC(C)c1ccc(NC(=O)COC(=O)[C@H](CCC(N)=O)NC(=O)c2ccc(F)cc2)cc1,-2%,-22%,9%,-1%,3%[59 µM],-11%,-2%,-4%,-9%
CCOc1ccccc1CNC(=O)Cn1cc2c(n1)-c1c(oc(C(=O)N3CCCC3)c1C)CC2,nt,-20%,?,-34%,?,?,18%,2%,-5%
C/C(=N\N1C(=O)c2ccccc2NC1c1ccco1)c1ccccc1O (centres undefined),0%,-23%,-4%,71µM*,-45%,-14%,1%,-8%,-7%
CCOC(=O)Cn1c(=O)oc2cc(S(=O)(=O)NC(C)(C)CC)ccc21,5%,1%,9%,-23%,25%,-8%,26%,0%,6%
COc1ccc(NC(=O)c2cc(-c3ccccc3O)no2)cc1,nt,-16%,29%,-28%,13µM*,-2%,5%,-9%,-6%
CC(O)[C@H]1CNCCN1CCc1cc(C(F)(F)F)cc(C(F)(F)F)c1 (some centres undefined),-19%,-10%,30%[activator],4%,10%[2.33 µM],nt,nt,nt,-20%
COc1cc(/C=C2\C(=N)N3N=C(S(C)(=O)=O)SC3=NC2=O)ccc1OS(=O)(=O)c1ccccc1,-16%,nt,nt,50µM*,nt,-14%,?,-15%,nt
O=C(Nc1nc2c(F)cccc2s1)c1ccc2c(c1)OCCO2,nt,-3%,-15%,-1%,-29%[59 µM],3%,?,1%,-16%[60.1 µM]
CC(C)c1nnc(NC(=O)c2nc(SCc3ccc(F)cc3)ncc2Cl)s1,nt,-11%,14%,-20%,0%[59 µM],?,85%,-1%,-7%
Cn1c(SCc2ccccc2F)nnc1-c1ccccn1,4%,-3%,-1%,56µM*,-7%,-10%,8%,-4%,2%
CCOc1ccc(S(=O)(=O)NN=C(C)c2cccnc2)cc1,4%,0%,17%,nt,nt,nt,nt,nt,-3%
O=C(Cc1cccs1)N1CCCC(c2nc3c(nnn3Cc3cccc(Cl)c3)c(=O)[nH]2)C1 (centres undefined),-8%,-11%,-5%,?,-12%,?,-23%,-12%,-10%
Cc1ccc(-c2noc(-c3nnn(CC(=O)Nc4cc(C)cc(C)c4)c3N)n2)cc1,nt,nt,11%,-8%,-30%[59 µM],10%,9%,-15%,-8%
Cc1ccc(C)c(Cn2c3ccccc3c3cnn(CC(=O)NC(C)CCc4ccccc4)c(=O)c32)c1 (centres undefined),nt,26%,-19%,60%[activator],-5%[59 µM],8%,3%,-1%,-2%
CCN(CC)c1ccc(/C=N/N2C(C)CCCC2C)c(O)c1 (centres undefined),16%,-22%,36%[activator],45µM*,45µM*,-17%,2%,-4%,-1%
O=C(CN1C(=O)NC2(CCCCCC2)C1=O)NCc1ccco1,-1%,6%,4%,-7%,27%,-7%,14%,-1%,-13%
CC(Cc1ccccc1)NC(=O)CN1C(=O)c2ccccc2S1(=O)=O (centres undefined),10%,-17%,22%,-1%,55%[activator],-16%,2%,-2%,-14%
CCc1noc(C)c1C(=O)NNC(=O)c1ccc(N(CC)CC)cc1,12%,-16%,7%,12%,-1%[12.7 µM],nt,nt,nt,-10%
CC(=O)N1CCN(S(=O)(=O)c2cccc(C(=O)Nc3ccc(OC(F)F)cc3)c2)CC1,-21%,-3%,26%,-2%,34%[activator],0%,33%,0%,-4%
Cc1ccc(C(C2C(=O)CC(C)(C)CC2=O)C2C(=O)CC(C)(C)CC2=O)s1,1%,-7%,?,?,45µM*,?,18%,-2%,4%
O=C(O)C1CCN(C(=O)COc2ccc3c(c2)oc(=O)c2ccccc23)CC1,6%,-11%,2%,5%,-9%[12.7 µM],1%,0%,4%,-2%
COC(=O)c1[nH]c2ccc(Cl)cc2c1NC(=O)CCN1CCOCC1,-1%,0%,11%,-4%,-38%,-13%,1%,0%,0%
Cc1ccc(CNC(=O)C(C)n2ccc3cc(S(=O)(=O)N4CCCC4)ccc32)cc1 (centres undefined),nt,-20%,-20%,-11%,-5%[59 µM],2%,-2%,-7%,-8%
Cc1oc(-c2cc(Cl)cc(Cl)c2)cc1C(=O)NCCc1ccccc1,-3%,-20%,13%,-28%,-29%[59 µM],-1%,0%,-7%,-20%
Cc1ccc(C(=O)N(CN2CCCC2=O)c2ccccc2)cc1,1%,-4%,142%[activator],-4%,3%,-6%,-21%,-1%,-10%

# One compound at a time, as listed above:
# COC(=O)c1[nH]c2ccc(Cl)cc2c1NC(=O)CCN1CCOCC1 across the screens: APEX1 inh: -1%; POLH inh: 0%; Pol iota inh: 11%; BAZ2B block: -4%; G9a block: -38%; Anesthetic bind: -13%; Pol beta inh: 1%; BLM helicase inh: 0%; Pol kappa inh: 0%
# Cc1ccc(C(=O)N(CN2CCCC2=O)c2ccccc2)cc1 across the screens: APEX1 inh: 1%; POLH inh: -4%; Pol iota inh: 142%[activator]; BAZ2B block: -4%; G9a block: 3%; Anesthetic bind: -6%; Pol beta inh: -21%; BLM helicase inh: -1%; Pol kappa inh: -10%
